Bioassay records from PubChem.
RGS4-Gao reg: human RGS4-Galphao interaction regulation. P09471. Multiplexed bead flow cytometry, RGS4-Galphao binding; actives lie on both sides. binding response (% of control), % at 10 µM. actives 0.33% (n = 220,000). AID 1415; in the data active = binding response below about 49% or above about 150%; inactive = in between;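 also: fluorescent Galphao activated with aluminum fluoride binding bead-coupled RGS4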
Target sequence (P09471 whole entry, looked up): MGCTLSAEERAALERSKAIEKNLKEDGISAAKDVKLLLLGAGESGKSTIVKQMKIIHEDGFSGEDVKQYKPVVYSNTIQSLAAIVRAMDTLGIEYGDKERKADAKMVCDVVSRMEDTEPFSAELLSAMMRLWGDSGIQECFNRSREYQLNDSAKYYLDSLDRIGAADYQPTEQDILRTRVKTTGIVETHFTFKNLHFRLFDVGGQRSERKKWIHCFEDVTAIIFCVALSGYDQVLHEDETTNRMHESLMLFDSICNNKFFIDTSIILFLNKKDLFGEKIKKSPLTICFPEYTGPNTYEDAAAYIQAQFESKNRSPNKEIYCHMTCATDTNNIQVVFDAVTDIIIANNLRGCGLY
Mcl1 Bid PPI: Mcl-1/Bid interaction inhibition | Q07820 | TR-FRET Mcl-1/Bid-Dy647 peptide binding, 1536-well | inhibition, % at 21.7 µM | actives 0.97% (n = 220,000) | AID 1021;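 active = compounds that cut the binding signal by more than half at the single screening dose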;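 also: His-tagged Mcl-1 with europium anti-His antibody binding Bid BH3 peptide; 0% = Mcl-1 plus peptide wells and 100% = peptide-only wells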
Target sequence (Q07820 whole entry, looked up): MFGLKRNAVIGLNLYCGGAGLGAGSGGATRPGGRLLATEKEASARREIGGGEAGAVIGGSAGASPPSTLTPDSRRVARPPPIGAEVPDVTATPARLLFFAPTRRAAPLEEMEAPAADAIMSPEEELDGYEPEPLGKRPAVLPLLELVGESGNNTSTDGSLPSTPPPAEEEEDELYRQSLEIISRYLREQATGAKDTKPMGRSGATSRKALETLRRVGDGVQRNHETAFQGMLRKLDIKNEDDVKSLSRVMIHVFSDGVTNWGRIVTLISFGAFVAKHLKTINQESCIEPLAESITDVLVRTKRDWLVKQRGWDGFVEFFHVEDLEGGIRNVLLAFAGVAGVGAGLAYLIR
RGS7-Gao: regulators of human RGS7-Galphao interaction | Multiplexed bead flow cytometry, RGS7-Galphao binding; actives lie on both sides | actives 0.35% (n = 220,000) | binding response (% of control), % at 10 µM | P09471; in the data active = binding response below about 49% or above about 150%; inconclusive = no clear call, values can overlap the other calls; inactive = in between;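 also: fluorescent Galphao held in activated GDP-AlF4 state binding bead-coupled RGS7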
RGS8-Gao reg: modulates binding of RGS8 to human Galphao; P09471; multiplexed bead flow cytometry; actives lie on both sides; response (percent of control binding), % at 10 µM; actives 0.34% (n = 220,000); AID 1423; in the data active = response below about 60% or above about 140%; inactive = in between;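 also: Galphao activated as the GDP aluminium fluoride complex binding bead-coupled RGS8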
* marks the source's active call; other numbers are inactive results; u = inconclusive; x = no result given; & = joins results of further samples.

entry	compound	RGS4-Gao reg	Mcl1 Bid PPI
1	CCOC(=O)Cn1c(=O)oc2cc(S(=O)(=O)N(C)c3ccc(OC)cc3)ccc21	102	-6
2	CC12CCC(C(=O)N(CC(O)CN3CCN(Cc4ccccc4)CC3)C1=O)C2(C)C (stereo not given)	100	7
3	CC(C)Nc1ccc(C(CC(N)=O)NC(=O)c2ccc(Br)cc2)cc1[N+](=O)[O-] (stereo not given)	100	65*
4	COc1cccc(/C=N/NC(=O)CCc2c(C)n[nH]c2C)c1O	89	-42
5	C=CCc1c(O)c(CC)cc2c(C)cc(=O)oc12	92	-35
6	CCOC(=O)c1c(C)n(-c2ccc(OC)cc2)c2ccc(O)c(CN(C)C)c12	106	-22
7	O=C(N/N=C/c1ccco1)c1cc(C2CC2)[nH]n1	102	-21
8	COc1ccc(C(=O)C2CCCN(C(=O)Cn3nc(C)cc3C)C2)cc1F (stereo not given)	108	-9
9	O=c1[nH]c2ccccc2nc1-c1ccccc1	111	-6
10	CC(C)[C@H]1CN=C2N(C[C@H](C)NC(=O)CCC3CCCCC3)[C@H](Cc3ccc(O)cc3)CN21	100	-50
11	O=C(Nc1ccc2c(c1)OCO2)N1CCCc2ccccc21	100	-30
12	COC(=O)/C(C#N)=C/c1ccc(-c2ccc(S(N)(=O)=O)cc2)o1	102	-24

entry	RGS7-Gao	RGS8-Gao reg
1	u	101
2	u	99
3	u	96
4	x	96
5	u	95
6	u	101
7	u	101
8	u	99
9	u	108
10	u	99
11	u	102
12	u	100

(list continues)
entry	compound	RGS4-Gao reg	Mcl1 Bid PPI
13	O=C(CSc1ncc(C(F)(F)F)cc1Cl)NCC1CCCO1 (stereo not given)	101	-24
14	CCC(=O)Nc1cccc(C2=NOC3(C2)C[C@H](C(N)=O)N(C(=O)c2ccc(Cl)cc2)C3)c1 (stereo not given in full)	101	-19
15	CCOc1ccc(NCc2cc3cc(OC)ccc3[nH]c2=O)cc1	113	-72
16	CC(C)(C)c1ccc(NC(=O)Nc2ccc3ccccc3n2)cc1	96	-7
17	O=C(O)CC/C(=N/NC(=O)CNC(=O)Cc1ccc(Cl)cc1)c1ccccc1	100	-17
18	CN(C[C@H](Cc1ccccc1)N(C[C@H](Cc1cccc2ccccc12)N(CCc1ccccc1)N=O)N=O)N=O	74	-59
19	O=C(CN1C(=O)c2ccccc2S1(=O)=O)c1ccc2c(c1)OCCO2	107	4
20	O=C(CN(Cc1ccco1)C(=O)CNS(=O)(=O)c1ccc(Cl)cc1)NCC1CCCO1 (stereo not given)	102	-56
21	Cc1[nH]c2ccccc2c1C(=O)CSc1cccc[n+]1[O-]	98	-7
22	Nc1nnnn1CC(=O)N/N=C/C=C/c1ccccc1	98	-14
23	COc1ccc(NC(=O)C(Cc2ccccc2)n2cccc2)cc1OC (stereo not given)	101	-61
24	COc1ccc(C2NC(=O)NC(C)=C2[N+](=O)[O-])cc1OC (stereo not given)	94	-11

entry	RGS7-Gao	RGS8-Gao reg
13	u	102
14	u	100
15	u	109
16	u	94
17	u	102
18	u	87
19	u	105
20	u	101
21	u	99
22	u	99
23	u	101
24	u	102

(continued)
entry	compound	RGS4-Gao reg	Mcl1 Bid PPI
25	Cc1ccccc1NC(=O)c1ccccn1	98	-4
26	C(=N\Nc1nc(-c2cccnc2)nc2ccccc12)/c1ccccc1	88	-9
27	NC(=O)N\N=C/C=C/C=C/c1ccc(F)cc1	100	-18
28	C=CCNC(=O)C1COc2ccccc2O1 (stereo not given)	102	-7
29	CCOC(=O)/C(C#N)=C/Nc1cc(C(C)(C)C)sc1C(C)=O	105	-7
30	O=C1N=C(N2CCN(c3ccccc3)CC2)S/C1=C/c1ccco1	117	-13
31	CCOc1ccc(OCC)c(NC(=O)c2ccc(CNc3c(N4CCCC4)c(=O)c3=O)cc2)c1	99	-51
32	O=C1/C(=N\S(=O)(=O)c2cccs2)C([n+]2ccc(CCCc3ccccc3)cc2)=C([O-])c2ccccc21	102	-15
33	COc1ccc(C(=O)N2CC(c3ccccc3)CC2=O)cc1 (stereo not given)	100	-13
34	CC(C)NC(=O)N(O)C1N(C(C)C)C(=O)N(Cc2ccc3c(c2)OCO3)C1(C)C (stereo not given)	96	-24
35	Cc1ccc(Nc2nc(C(=O)N3CCC(C(=O)NC(C)C)CC3)cs2)cc1	98	-41
36	O=C(NNC(=O)c1nn(-c2ccc(F)cc2)ccc1=O)c1ccc(C(F)(F)F)cc1	105	-29

entry	RGS7-Gao	RGS8-Gao reg
25	u	100
26	u	91
27	u	100
28	u	104
29	u	103
30	x	102
31	u	103
32	u	99
33	u	99
34	u	106
35	u	105
36	u	102

(continued)
entry	compound	RGS4-Gao reg	Mcl1 Bid PPI
37	Cc1nc2ccccn2c1-c1ccnc(=S)[nH]1	103	-30
38	CCCCC(=O)N(CCC)CCC	101	-8
39	Clc1ccc(-n2cc(-c3ccc(Br)cc3)[n+]3c2CCCCC3)cc1	104	-21
40	c1ccc(CCN2CN=C(Nc3nc4ccccc4s3)NC2)cc1	100	-10
41	CN1CCc2c(sc(/N=C/c3c[nH]c4ccccc34)c2C#N)C1	92	-29
42	Cc1ccc(C(C[N+](=O)[O-])c2c(N)n(C)c(=O)n(C)c2=O)cc1 (stereo not given)	99	-11
43	O=C(O)CCNc1ccc(Cl)cc1	94	-24
44	CCOC(=O)c1c(C)nn(-c2ccc(NC(=O)/C=C/C(=O)O)cc2)c1C	103	-18
45	Cc1ccc(C(=O)NNC2=Nc3cc([N+](=O)[O-])ccc3OC2)cc1	105	4
46	Fc1ccc(NC(=S)N2CCc3[nH]c4ccccc4c3C2)cc1	96	-6
47	CC1Cc2ccccc2N1S(=O)(=O)c1cnc(Cl)c(Br)c1 (stereo not given)	100	-6
48	C=CCNC(=S)Nc1ccc2cn[nH]c2c1	103	-24

entry	RGS7-Gao	RGS8-Gao reg
37	u	91
38	u	102
39	u	102
40	u	101
41	u	99
42	u	99
43	u	97
44	u	104
45	u	103
46	u	98
47	u	97
48	u	100

Another view of some results above:
Values run as follows: RGS4-Gao reg, Mcl1 Bid PPI, RGS7-Gao, RGS8-Gao reg
#38 CCCCC(=O)N(CCC)CCC
 : 101, -8, u, 102
#39 Clc1ccc(-n2cc(-c3ccc(Br)cc3)[n+]3c2CCCCC3)cc1
 : 104, -21, u, 102

Remaining list, next part.
entry	compound	RGS4-Gao reg	Mcl1 Bid PPI
49	O=c1c2sccc2[nH]c(=S)n1-c1ccccc1	102	-1
50	Cc1ccccc1Nc1nc(N)nc(-c2oc3ccccc3c2C)n1	82	3
51	NC(=O)CSc1nnc(-c2cccs2)n1Cc1ccco1	94	-22
52	Cc1oc(C(C)(C)C)cc1C(=O)Nc1ccc2c(c1)OCO2	99	-24
53	CCOc1ccc(Nc2nc(N)nc(CSC(=S)N3CCN(c4ccccc4)CC3)n2)cc1	88	-53
54	Cc1nc(SCc2ccc(C(=O)O)cc2)c2c(C)c(C)sc2n1	96	-11
55	O=C(O)Cc1csc(-c2cccc(Oc3ccccc3)c2)n1	99&100	-5&-19
56	CCN(Cc1ccccc1)S(=O)(=O)c1ccc(OC)c2ncccc12	100	-8
57	CCc1ccccc1-n1nnnc1-c1cnccc1C(F)(F)F	100	-6
58	COc1ccc(C(=O)N/N=C2\CCS(=O)(=O)c3ccc(F)cc32)cc1OC	100	-40
59	N#CCCN(Cc1ccccc1)C(=O)Nc1ccc2c(c1)CCO2	101	-18
60	O=C1c2ccccc2C(=O)C1c1ccccn1	104	-7

entry	RGS7-Gao	RGS8-Gao reg
49	u	101
50	u	92
51	u	94
52	u	101
53	u	97
54	u	98
55	u	102&101
56	u	99
57	u	103
58	u	100
59	u	102
60	u	103

Further compounds follow:
entry	compound	RGS4-Gao reg	Mcl1 Bid PPI
61	CCOP(=O)(OCC)c1nc(Cc2ccccc2)oc1NCc1ccccc1	104	-9
62	COc1nc(-c2ccccc2)cc(-c2ccc3c(c2)OCO3)c1C#N	100	56*
63	O=c1[nH]nc(-c2ccc(F)cc2)cc1Cc1ccccc1	99	-2
64	O=C(NCCCNCCCNC(=O)c1ccc(/C=N/O)nc1)c1ccc(/C=N/O)nc1	99	-20
65	CCOC(=O)CC1C(=O)NCCN1c1nc2ccc(C)cn2c(=O)c1/C=C1\SC(=S)N(C(C)CC)C1=O (stereo not given)	106	4
66	O=C(O)C1=C[C@H](c2cccs2)C[C@H](OCc2ccc(CO)cc2)O1	102	-35
67	CCOC(=O)Cn1c(C)c(Br)c(COC)c(C#N)c1=O	96	-38
68	CCOC(=O)/C(=N\Nc1ccc(Br)cc1)N1CC(C)OC(C)C1 (stereo not given)	99	-59
69	CCOC(=O)C1CCN(c2ncnc3c(C)csc23)CC1	100	1
70	CC(C)(C)c1nc(Sc2ccc([N+](=O)[O-])cn2)n[nH]1	55	-11
71	Cc1cc(C(=O)N(CCC#N)Cc2cccs2)no1	110	-2
72	Cc1onc(-c2ccc(Cl)cc2)c1-c1ccnn1S(=O)(=O)c1cccc(C(F)(F)F)c1	103	5

entry	RGS7-Gao	RGS8-Gao reg
61	u	101
62	u	102
63	u	99
64	u	99
65	u	99
66	u	99
67	u	98
68	u	102
69	u	101
70	u	65
71	u	101
72	u	99

Continuation.
entry	compound	RGS4-Gao reg	Mcl1 Bid PPI
73	CCCOc1ccc(C(=O)CCC(=O)OCC(=O)Nc2ccc(OCC)cc2)cc1	100	-23
74	O=C(c1ccc(F)cc1)C1CCN(Cc2cn[nH]c2-c2ccc(F)cc2)CC1	99	-1
75	C/C(CC(=O)Nc1ccc([N+](=O)[O-])cc1)=N/NC(=O)C1C2CCCCC21 (stereo not given)	99	3
76	S=C(Nc1ccccc1)Nc1nccs1	101	-28
77	COC(=O)c1c(C(C)=O)c(C)n(C)c1C	103	-24
78	O=C(CNC(=O)c1cccc(Cl)c1)N/N=C/c1cccnc1	105	-8
79	CC1CC(=O)Nc2ccccc2N1S(=O)(=O)c1cccc(F)c1 (stereo not given)	99	-4
80	Cn1nc(C(F)(F)F)c(-c2ccc(F)cc2)c1NC(=O)CSCC(=O)O	100	-13
81	Cc1nc(N)sc1C(=O)N1N=N1	109	-49
82	NS(=O)(=O)c1ccc(NC(=O)COC(=O)CCc2ccc(S(=O)(=O)N3CCOCC3)cc2)cc1	102	-5
83	O=C1N=c2ccccc2=C1c1sc(NS(=O)(=O)Cc2ccccc2)nc1O	99	-33
84	Cc1cccc(NC(=O)Cn2c(O)c(N=NC(N)=S)c3ccccc32)c1	106	-56

entry	RGS7-Gao	RGS8-Gao reg
73	u	101
74	u	105
75	u	101
76	u	100
77	u	100
78	u	101
79	u	98
80	u	100
81	u	102
82	u	103
83	u	98
84	u	98

Next structures
entry	compound	RGS4-Gao reg	Mcl1 Bid PPI
85	CCOC(=O)C1CCN(C(=O)Nc2c(-c3ccccc3)noc2C)CC1	113	-8
86	Cc1cc(NC(=O)c2ccccc2Cl)n(C(C)(C)C)n1	101	-6
87	Cc1ccccc1OCCC(=O)OCC(=O)Nc1ccc(C(N)=O)cc1	107	-82
88	CCOC(=O)c1csc(-c2sccc2Br)n1	97	-13
89	COc1ccccc1CNC(=O)C1CC2Cn3c(nc4ccccc43)C2N1C (stereo not given)	107	-18
90	Cn1c(N)c(C(=O)CSc2nnnn2-c2ccccc2)c(=O)n(C)c1=O	85	-6

entry	RGS7-Gao	RGS8-Gao reg
85	u	103
86	u	97
87	u	102
88	u	96
89	u	107
90	u	91

In the list so far, these contain a thiophene ring, fused or not.
entry	compound	RGS4-Gao reg	Mcl1 Bid PPI
29	CCOC(=O)/C(C#N)=C/Nc1cc(C(C)(C)C)sc1C(C)=O	105	-7
32	O=C1/C(=N\S(=O)(=O)c2cccs2)C([n+]2ccc(CCCc3ccccc3)cc2)=C([O-])c2ccccc21	102	-15
41	CN1CCc2c(sc(/N=C/c3c[nH]c4ccccc34)c2C#N)C1	92	-29
49	O=c1c2sccc2[nH]c(=S)n1-c1ccccc1	102	-1
51	NC(=O)CSc1nnc(-c2cccs2)n1Cc1ccco1	94	-22
54	Cc1nc(SCc2ccc(C(=O)O)cc2)c2c(C)c(C)sc2n1	96	-11
66	O=C(O)C1=C[C@H](c2cccs2)C[C@H](OCc2ccc(CO)cc2)O1	102	-35
69	CCOC(=O)C1CCN(c2ncnc3c(C)csc23)CC1	100	1
71	Cc1cc(C(=O)N(CCC#N)Cc2cccs2)no1	110	-2
88	CCOC(=O)c1csc(-c2sccc2Br)n1	97	-13

entry	RGS7-Gao	RGS8-Gao reg
29	u	103
32	u	99
41	u	99
49	u	101
51	u	94
54	u	98
66	u	99
69	u	101
71	u	101
88	u	96

The list is partial, so the mix of outcomes need not match the whole.
